Screens (PubChem BioAssay)
ASK1 primary – inhibitors of human ASK1 kinase. Q99683. AlphaScreen MKK6 phosphorylation by ASK1, luminescence. inhibition, % at 7.44 µM. 0.99% of 22,000 active. AID 1159602; in the data active = inhibition above about 35%;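 also: 0% = median of compound wells and 100% = no enzyme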
Target sequence (Q99683 whole entry, looked up): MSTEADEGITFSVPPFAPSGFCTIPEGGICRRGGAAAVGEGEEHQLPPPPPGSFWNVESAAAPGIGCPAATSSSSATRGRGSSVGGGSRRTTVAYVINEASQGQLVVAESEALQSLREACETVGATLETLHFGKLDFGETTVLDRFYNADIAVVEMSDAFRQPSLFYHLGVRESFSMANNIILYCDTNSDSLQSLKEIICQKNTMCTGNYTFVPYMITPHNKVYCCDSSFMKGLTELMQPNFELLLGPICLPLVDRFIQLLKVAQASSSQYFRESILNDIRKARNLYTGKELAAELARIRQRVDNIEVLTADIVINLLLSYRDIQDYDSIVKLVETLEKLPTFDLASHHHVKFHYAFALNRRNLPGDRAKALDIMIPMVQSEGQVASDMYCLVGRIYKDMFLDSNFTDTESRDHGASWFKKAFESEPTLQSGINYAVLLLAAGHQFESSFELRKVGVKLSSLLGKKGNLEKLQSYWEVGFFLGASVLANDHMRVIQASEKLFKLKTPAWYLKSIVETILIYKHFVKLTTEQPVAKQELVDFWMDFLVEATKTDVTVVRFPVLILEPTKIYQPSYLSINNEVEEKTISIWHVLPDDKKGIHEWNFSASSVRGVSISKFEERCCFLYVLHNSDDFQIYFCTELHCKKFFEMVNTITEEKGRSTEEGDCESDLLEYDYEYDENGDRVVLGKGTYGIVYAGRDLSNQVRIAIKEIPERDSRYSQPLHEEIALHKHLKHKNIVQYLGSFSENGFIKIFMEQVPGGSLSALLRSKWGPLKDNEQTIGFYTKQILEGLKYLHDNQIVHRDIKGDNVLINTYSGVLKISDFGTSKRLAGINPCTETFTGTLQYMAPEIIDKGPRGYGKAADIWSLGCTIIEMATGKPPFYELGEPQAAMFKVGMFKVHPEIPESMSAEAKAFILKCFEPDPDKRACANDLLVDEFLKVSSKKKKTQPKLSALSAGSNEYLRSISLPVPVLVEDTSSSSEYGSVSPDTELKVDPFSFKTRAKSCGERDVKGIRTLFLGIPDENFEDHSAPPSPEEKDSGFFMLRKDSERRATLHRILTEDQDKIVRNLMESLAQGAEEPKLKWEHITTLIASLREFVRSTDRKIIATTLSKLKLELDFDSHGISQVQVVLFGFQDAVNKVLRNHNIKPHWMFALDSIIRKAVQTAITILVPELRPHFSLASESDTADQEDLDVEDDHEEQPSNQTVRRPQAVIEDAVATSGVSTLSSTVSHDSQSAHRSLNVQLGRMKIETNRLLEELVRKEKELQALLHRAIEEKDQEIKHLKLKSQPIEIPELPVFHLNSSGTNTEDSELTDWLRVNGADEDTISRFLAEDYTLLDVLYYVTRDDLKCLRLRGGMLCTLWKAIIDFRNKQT
ULK1 primary – blocks human autophagy kinase ULK1; O75385; AlphaScreen Atg13 phosphorylation by ULK1, luminescence; inhibition, % at 5.96 µM; 1.9% of 30,000 active; in the data active = inhibition above about 43%;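 also: 0% = median of compound wells and 100% = no enzyme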
The depositor's hits bear a star; nt = not tested or not shown. Rows were taken by chance. Share with any hit: about 2.3%.

Below each SMILES – ASK1 primary	ULK1 primary
COc1ccc(C(=O)N(CC#N)CC#N)c(OC)c1
 : nt	10
CN1CCN(C(=O)c2ccc(-c3ncc(C(=O)NC4CCN(Cc5ccccc5)CC4)s3)cc2)CC1
 : 6	2
COc1cc(CNC(=O)c2cnc3cc(-c4cn[nH]c4)ccn23)cc(OC)c1
 : -17	-6
O=C(Nc1ccc(N2CCOCC2)cc1)c1csc(NC2CCC(O)CC2)n1 (stereo unspecified)
 : 18	-3
O=C(NC1CCN(Cc2ccccc2)CC1)c1cc(Cl)nc2ccccc12
 : 3	3
CC(=O)Nc1ccc(Nc2nc(Nc3cnccn3)nc3c2ncn3-c2ccsc2)cc1
 : 16	17
OCCNc1ncnc2nc(N3CCC(N4CCOCC4)CC3)[nH]c12
 : -8	-8
NC(=O)c1ccc(-c2cc(Nc3ccccc3)nc(N)n2)cc1
 : 4	8
Cc1cnc(-c2csc3ccccc23)nc1NCc1cccc(C(F)(F)F)c1
 : -29	-32
CN(C)CCOc1cc(-c2cn[nH]c2)ccc1NC(=O)N(C)Cc1ccccc1
 : -8	0
COc1ccc(Nc2nc(NCc3cccc(C(F)(F)F)c3)c3[nH]cnc3n2)cn1
 : 1	-19
CCCCCCC(C)NN (stereo unspecified)
 : nt	-1
Cc1cc(Nc2cc(-n3cnc(Nc4ccccc4)n3)c(F)cn2)ccc1N1CCOCC1
 : -22	11
Cn1cc(-c2cc(Nc3ccc(-n4cnc(-c5ccccn5)n4)cc3)ncc2Cl)cn1
 : -3	-35
COc1cc(Nc2nc(Nc3ccc(N4CCOCC4)cc3)c3[nH]cnc3n2)cc(OC)c1OC
 : -4	35
COc1ccc(CN2CCC(C(=O)NC(C)(C)C)CC2)c(OC)c1
 : nt	-4
CC(C)N(CCNC(=O)Cc1cn(-c2ccc(Nc3ccc(N4CCOCC4)cc3)nn2)c2ccccc12)C(C)C
 : 17	6
CN1CCN(C(=O)c2ccc(-c3ccc(C(=O)NCc4ccccc4)s3)cc2)CC1
 : -5	-24
CNC(=O)c1ccccc1Nc1cc(NC(=O)Cc2ccccc2OC)ncc1C(F)(F)F
 : 14	51*
Cc1ccc(S(=O)(=O)n2ccn(CC(=O)Nc3cccc(F)c3)c2=O)cc1
 : nt	-17

As entered above:
Reading for `CN1CCN(C(=O)c2ccc(-c3ccc(C(=O)NCc4ccccc4)s3)cc2)CC1` under ULK1 primary: -24
Reading for `Cn1cc(-c2cc(Nc3ccc(-n4cnc(-c5ccccn5)n4)cc3)ncc2Cl)cn1` under ULK1 primary: -35
Reading for `COc1cc(Nc2nc(Nc3ccc(N4CCOCC4)cc3)c3[nH]cnc3n2)cc(OC)c1OC` under ULK1 primary: 35

Remaining list, next part.
Below each SMILES – ASK1 primary	ULK1 primary
CN(C)CCOc1cc(-c2cn[nH]c2)ccc1NC(=O)C1CC(=O)c2ccccc2C1 (stereo unspecified)
 : -5	-13
Cn1cc(-c2ccc3cnc(Nc4ccc(N5CCOCC5)cc4)cc3c2)cn1
 : 10	34
COc1cc(NC(=O)C2CCN(c3ccc(Nc4ccc5ncccc5c4)nn3)CC2)cc(OC)c1OC
 : 17	19
Nc1nc(Cl)nc2c1ncn2C1CCCCC1
 : -5	-15
Cc1ccc(NC(=S)Nc2ccccc2C(N)=O)cc1
 : nt	-6
Cc1noc(C)c1-c1ncc(C(=O)NCCN(C(C)C)C(C)C)s1
 : -1	9
COc1ccc(CCNc2nc(N3CCN(Cc4ccc5c(c4)OCO5)CC3)nc3c2ncn3Cc2ccc(C(F)(F)F)cc2)cc1
 : 22	-13
COc1ccc(CCNc2cc(C)nc(Nc3ccncc3)n2)cc1
 : -4	-2
O=C(O)CC(NC(=O)C1CCCCC1)c1ccccc1 (stereo unspecified)
 : nt	-9
O=C(NCCN1CCOCC1)c1ccc2nc(Nc3ccccc3)sc2c1
 : -11	-9
Cc1ccc(C(=O)N[C@H]2CCN(S(=O)(=O)c3cccc4c(C)cncc34)C2)cc1F
 : 0	-2
COc1cccc(CNC(=O)Nc2ccc(-c3ccnc4nc[nH]c34)cc2)c1
 : -22	1
COc1ccc2c(c1)CC(C(=O)Nc1ccc(-c3cn[nH]c3)cc1OC1CCNCC1)CO2 (stereo unspecified)
 : -3	-1
COc1cc(Nc2nc(C(=O)NCc3ccccc3)cs2)cc(OC)c1OC
 : 5	3
O=C([C@H](O)c1ccccc1)N1CCC(Nc2ccc3[nH]ncc3c2)C1 (stereo partly specified)
 : -29	2
O=C(Cn1c(CO)cnc1SCC(=O)N1CCc2ccccc21)NCc1ccc(F)cc1
 : nt	-15
O=C(Nc1ccc2c(c1)OCO2)c1ccnc(Nc2ccc(-n3ccnc3)cc2)c1
 : -1	2
Cc1cnc(N2CCCC2CO)nc1NC1CCN(Cc2ccccc2)CC1 (stereo unspecified)
 : -19	3
CC(=O)Nc1ccc(Nc2nc(N3CCCC3CO)nc3c2ncn3-c2ccsc2)cc1 (stereo unspecified)
 : -33	5
CCNc1nc2ccc(C(=O)NCCc3ccc(OC)cc3)cc2s1
 : 2	-4
O=C(NCc1cccnc1)c1cc(=O)oc2cc(OCc3ccccc3)ccc12
 : nt	-2
O=C(NCc1cccnc1)c1ccc2nc(NCCCN3CCCC3=O)sc2c1
 : 3	-8
Fc1ccccc1CSc1nnc2n1CCN2c1ccccc1
 : nt	-2
Cn1c(Nc2nc3ccc(C(=O)NCCc4ccc(O)cc4)cc3s2)nc2ccccc21
 : -12	-19
O=S(=O)(NCc1nc(-c2ccncc2)n[nH]1)c1ccc(C(F)(F)F)cc1
 : 13	3
Oc1ccc(CCNc2nc(N3CCN(Cc4ccc5c(c4)OCO5)CC3)nc3c2ncn3-c2ccccc2)cc1
 : 30	10
NC(C(=O)Nc1ccc(-c2ccncc2)c(Cl)c1)c1ccc(Cl)cc1 (stereo unspecified)
 : -3	-15
CCCNc1ccnc(NCc2cccnc2)n1
 : 3	-3
c1cncc(CNc2ccnc(N3CCc4ccccc4C3)n2)c1
 : 13	10
NCCc1ccc(O)c(O)c1
 : nt	74*
O=C(NNc1ccc(Br)cc1)C(F)(F)F
 : nt	-8
CN(C)CCOc1cc(-c2cn[nH]c2)c(F)cc1NC(=O)[C@H](N)Cc1cccc(F)c1
 : -8	7
OCC1CCCN1c1nc(NCc2cccnc2)c2ncn(C3CCCCC3)c2n1 (stereo unspecified)
 : 1	-14
O=C(Nc1ccc(-c2ccncc2)cc1)C1COc2ccccc2O1 (stereo unspecified)
 : 14	-7
Cc1cc(Nc2ccc3c(c2)OCO3)nc(NC2CCC(O)CC2)n1 (stereo unspecified)
 : 8	-16
OC(c1ccccc1)c1c[nH]c2ccc(-c3ccncc3)cc12 (stereo unspecified)
 : 4	-23
Cc1nn(C)c(C)c1-c1nc2ncnc(NC3CCN(Cc4ccccc4)CC3)c2[nH]1
 : -17	3
COc1cc(NC(=O)c2ccc3nc(Nc4cc(OC)c(OC)c(OC)c4)sc3c2)cc(OC)c1OC
 : 11	-4
CC(=O)Nc1ccc(Nc2cc(C)nc(-c3ccc(C(=O)NC4CC4)cc3)n2)cc1
 : -16	4
O=C(NCc1cccc(C(F)(F)F)c1)c1ccnc(Nc2cccnc2)c1
 : -12	-3

The final 3 entries of the section above lead into the next:
Below each SMILES – ASK1 primary	ULK1 primary
COc1cc(NC(=O)c2ccc3nc(Nc4cc(OC)c(OC)c(OC)c4)sc3c2)cc(OC)c1OC
 : 11	-4
CC(=O)Nc1ccc(Nc2cc(C)nc(-c3ccc(C(=O)NC4CC4)cc3)n2)cc1
 : -16	4
O=C(NCc1cccc(C(F)(F)F)c1)c1ccnc(Nc2cccnc2)c1
 : -12	-3
c1cc(-n2cnc3c(Nc4ccc5c(c4)OCO5)nc(N4CCC(N5CCOCC5)CC4)nc32)cs1
 : 29	23
COc1ccc(C(=O)Nc2nc(-c3cc4cccc(OC)c4o3)cs2)cc1
 : nt	-11
O=C(CSc1nnc2c(n1)[nH]c1ccccc12)c1ccccc1
 : nt	-1
Cc1cnc(-c2ccc(C(N)=O)cc2)nc1NCc1nc2ccccc2[nH]1
 : -4	-4
COc1cc(NC(=O)c2cccc(-c3ccc(C(=O)N4CCN(C)CC4)cc3)n2)cc(OC)c1OC
 : -7	-1
c1ccc(-c2nc(-c3cccnc3)cc(N3CCc4ccccc4C3)n2)nc1
 : nt	-1
CNC(=O)c1cccc(Nc2ccnc(Nc3ccccn3)c2)c1
 : 1	0
O=C(NCc1cccc(C(F)(F)F)c1)c1cnc(N2CCCC2CO)s1 (stereo unspecified)
 : -8	-18
c1ccc(Nc2nc(-c3csc4ccccc34)nc3c2ncn3-c2ccccc2)cc1
 : 7	4
O=C(Nc1ccc(N2CCOCC2)cc1)c1cccc(Nc2ncccn2)c1
 : -26	42
COc1ccc(NC(=O)C(=O)NNC(=O)c2ccc(OC)cc2)cc1
 : nt	-4
CCCCCCn1c(=O)c2c(nc3n2CCCN3c2ccccc2)n(C)c1=O
 : nt	-6
Cc1cc(NCCc2ccc(O)cc2)nc(N2CCN(Cc3ccc4c(c3)OCO4)CC2)n1
 : 37*	8
COc1ccc2c(c1)CC(C(=O)Nc1ccc(-c3cn[nH]c3C)cc1N(C)CCN1CCCC1)CO2 (stereo unspecified)
 : 0	7
COc1ccc2c(c1)CC(c1cnc3cc(-c4cn[nH]c4)ccc3n1)CO2 (stereo unspecified)
 : 11	-5
CNC(=O)c1ncccc1Nc1cc(Nc2ccc(C(=O)N(C)C)cn2)ncc1C(F)(F)F
 : 7	56*
CCN(CC)c1nc(NCc2cccnc2)nc(NC2CCC(O)CC2)n1 (stereo unspecified)
 : -7	-3
c1ccc(CNc2ncnc3nc(N4CCN(c5ccccn5)CC4)[nH]c23)cc1
 : 0	3
O=C(NCc1cccnc1)c1csc(Nc2ccccn2)n1
 : 12	15
O=C(NCc1ccccc1)c1ccnc(Nc2ccccc2)c1
 : -15	2

Entries of single compounds from above. Order of screens: ASK1 primary	ULK1 primary
c1cncc(CNc2ccnc(N3CCc4ccccc4C3)n2)c1 reads 13	10
Cc1noc(C)c1-c1ncc(C(=O)NCCN(C(C)C)C(C)C)s1 reads -1	9
COc1ccc(NC(=O)C(=O)NNC(=O)c2ccc(OC)cc2)cc1 reads nt	-4

(cont.)
Below each SMILES – ASK1 primary	ULK1 primary
CC(=O)Nc1ccc(Nc2nc(-c3cccc(C(C)=O)c3)nc3nc[nH]c23)cc1
 : 12	10
Cn1nccc1Nc1ncc(C(=O)NC2CC2)s1
 : -5	7
O=C(Nc1ccccc1)c1cnc(Nc2ccc(N3CCOCC3)cc2)s1
 : 12	21
COc1cc(NC(=O)c2csc(Nc3ccc4ncccc4c3)n2)cc(OC)c1OC
 : 19	23
CCC(=O)Nc1cc(C)nn1-c1nc(C)c(C)c(=O)[nH]1
 : nt	3
C[C@H](NC(=O)OC(C)(C)C)c1nc(-c2ccncc2)n[nH]1
 : -3	-8
Cc1cccc(C(=O)NCc2ccccc2)c1Br
 : -3	-10
COCCCC/C(=N\OCCN)c1ccc(C(F)(F)F)cc1
 : nt	-4
O=C(NCCN1CCOCC1)c1cccc(-n2ncc3cc(Nc4ccccc4)cnc32)c1
 : -9	-13
COc1ccc(CCNc2ccnc(Nc3ccc(N4CCOCC4)cc3)n2)cc1
 : 43*	8
CC(=O)CSc1nc2c(c(=O)[nH]c(=O)n2C)n1CC(O)COc1ccccc1C (stereo unspecified)
 : nt	9
O=C(Nc1ccc(N2CCOCC2)cc1)c1ccnc(N2CCC(N3CCOCC3)CC2)c1
 : 8	12
CCCCCCCCCc1ccc(OCCOCCO)cc1
 : nt	-13
O=C(Cc1ccc(F)cc1)Nc1cc(-c2cn[nH]c2)ccn1
 : 7	2
CCN(CC)C(=O)C1CCCN(c2nc(NCc3cccnc3)c3ncn(C(C)C)c3n2)C1 (stereo unspecified)
 : 0	-1
COc1cc2nc(Nc3ncccn3)nc(Nc3ccc(Oc4ccccc4)cc3)c2cc1OC
 : -4	-18
C=CCNC(=S)NNC(=O)C1(C)CC1(Br)Br (stereo unspecified)
 : nt	-16
CN1CCCC(Oc2cc(-c3cn[nH]c3)ccc2NC(=O)C2COc3ccccc3O2)C1 (stereo unspecified)
 : 13	-40
CCN(CC)C(=O)C1CCCN(c2nc(NCc3cccnc3)c3ncn(-c4ccsc4)c3n2)C1 (stereo unspecified)
 : -16	4
CC(C)n1c(Nc2ccc3ncccc3c2)nc2c(NCCOc3ccccc3)ncnc21
 : 4	-6

2 entries drawn at random from the list so far:
Below each SMILES – ASK1 primary	ULK1 primary
C=CCNC(=S)NNC(=O)C1(C)CC1(Br)Br (stereo unspecified)
 : nt	-16
COc1cc2nc(Nc3ncccn3)nc(Nc3ccc(Oc4ccccc4)cc3)c2cc1OC
 : -4	-18

The list goes on:
Below each SMILES – ASK1 primary	ULK1 primary
O=C(NCc1ccccc1)c1cccc(Nc2ccncc2)c1
 : -25	3
c1ccc(-c2cc(N3CCOCC3)nc(-c3ccccn3)n2)cc1
 : nt	3
Fc1cccc2c1OCC(c1nc3ccc(-c4ccncc4)cc3[nH]1)O2 (stereo unspecified)
 : -19	2
O=C(Nc1ccccc1)Nc1cnn(-c2ccc3c(c2)C(Nc2ccc(N4CCOCC4)cc2)CCC3)c1 (stereo unspecified)
 : 6	45*
O=C(NCCc1ccc(O)cc1)c1cccc(NC2CCC(O)CC2)n1 (stereo unspecified)
 : 0	11
c1ccc(CNc2ncnc3nc(Nc4ccccc4)[nH]c23)cc1
 : -10	-19
O=C(Nc1ccc(N2CCOCC2)cc1)c1cnc(Nc2nccc3ccccc23)s1
 : 4	3
CCN1CCC[C@H]1CNC(=O)c1c(O)c(Cl)cc(Cl)c1OC
 : nt	8
